Source: PubChem (National Center for Advancing Translational Sciences (NCATS))
Pf Dd2 inh: Plasmodium falciparum Dd2 growth inhibition; 4.3% of 120,000 active; P. falciparum Dd2 growth, SYBR Green, 72 h; AID 1347417; Potency, µM (titrated, usually from 28.9 µM), without a hit: at the highest dose activity, negative = inhibition, most hits filed as inhibitors; active means well fitted inhibition curve with a large enough effect; inconclusive means small, poorly fitted or top-dose-only effect; inactive means no such curve, though single readings can be large or run the other way;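 further: plate controls were DMSO vehicle for no effect and reference drug for full effect; nearly all actives have a fitted effect of over 65% in size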
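Readout: SYBR Green fluorescence, 485 nm excitation, 535 nm emission, after ~16 h lysis at 37C. Before that, Dd2-infected red cells (2.5% hematocrit) grew 72 h with compound, 29 uM top final concentration.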
Active calls of the source: *; i = inactive; ? = inconclusive; [ ] = remark or other dose. Potency means the concentration at half of the fitted maximal effect. An excerpt; count on the stated rates, not on these rows.

SMILES	Pf Dd2 inh
CCn1cc(S(=O)(=O)N2C[C@@H](Oc3ccccc3)C[C@H]2C(=O)N2CCCC2)cn1	-15%
O=C([C@@H]1C[C@H](F)CN1S(=O)(=O)c1cc(F)ccc1F)N1CCCCC1	?
O=C(Cc1ccc(F)cc1)NCc1nnc2cc(-c3nc(C4CC4)no3)ccn12	4.5µM*
CCn1nccc1C(=O)NCc1cc(C)cc2c(C)c(-c3ccccc3)[nH]c12	?
CC(C)NC(=O)N(C1CC1)C1CCOC2(CCN(C(=O)c3cc4ccccc4[nH]3)CC2)C1 (stereo not drawn)	i
Cc1ccc(CNC(=O)c2cc(-c3ccc(C)cc3)nc3n[nH]c(-c4ccc(F)cc4)c23)cc1	42%[activator]
CCC(C)NC(=O)N1CC(c2nc(CCOCC3CC3)no2)C1 (stereo not drawn)	8%
C[C@H]1[C@@H]2[C@@H](O)C([C@H](C)C(=O)NCc3ccc(F)cc3)CC[C@@]2(C)CC[C@@H]1NC(=O)c1cnccn1 (stereo partly drawn)	8.9µM*
COc1ccccc1NC(=O)N1CC[C@H](c2nnc(-c3ccc(C)cc3)o2)C1	?
CO[C@H]1C(=O)N(C2CCN(S(=O)(=O)c3ccc4c(c3)CCC4)CC2)[C@H]1c1ccncc1	?
O=C(COc1ccc(F)cc1)N1CCC(CCOc2ccccc2F)C1 (stereo not drawn)	i
O=C(NCC1CCN(c2cc(-c3ccc(F)cc3)[nH]n2)CC1)c1n[nH]c2c1CCCC2	-3%
CSc1cccc(CN(C)C(=O)c2ccc(CCC(C)(C)O)cc2)c1	2%
Cc1ccc(OC(=O)c2cc(-c3ccccc3)nc3ccc(C)cc23)cc1	5%
COc1cc(CN(C(=O)C2CCC2)[C@H]2CCCCNC2=O)ccc1OCCc1scnc1C	-6%
O=C(N[C@@H]1C[C@H](Cn2cc(CN3CCS(=O)(=O)CC3)nn2)[C@@H](O)[C@H]1O)C1CCCC1	32%
COC[C@@H]1CNC[C@H]1c1ccccn1	-18%
Cc1cc(Cl)ccc1S(=O)(=O)N1CCC(n2cnnc2C)CC1	?
COc1ccccc1CN1CCC2(CC1)OC(=O)N(Cc1csc(C)n1)C2(C)c1ccccc1 (stereo not drawn)	i
COc1ccccc1CNC(=O)c1cc2c(s1)-c1ccccc1OC2	-13%[0.594 µM]
Cc1noc(C)c1-c1cc(-c2ccc(CN(C)C)cc2)cn2cncc12	2.8µM*
Cc1ccccc1CC(=O)N1CCC2(CCC(=O)N(Cc3ccccc3)C2)CC1	-8%
O=c1[nH]c(N2CCc3ccccc3C2)nc2c1CCN(Cc1ccncc1)CC2	i[5.79 µM]
Cc1cc(-c2ccc(C)c(S(=O)(=O)NCc3cccc(Br)c3)c2)on1	20%
COc1ccc(CNC(=O)CCCn2nc(C)c3sc4ccccc4c3c2=O)cc1OC	-17%
COCCNC(=O)Cc1ccc(N(Cc2ccc(F)cc2)C(=O)c2ccco2)cc1	i
Cc1cccc(N(CC(=O)NCCSCc2ccccc2)S(=O)(=O)c2ccccc2)c1C	-13%
Cc1c(Cl)cccc1NC(=O)N1CC(C(=O)N(C)C)C2(CCOCC2)C1 (stereo not drawn)	i
COCCO[C@H]1C(=O)N(C2CCN(S(=O)(=O)C(C)C)CC2)[C@H]1c1ccncc1	-5%
Cc1ccc(OCCC2CCN(C(=O)C(C)C)C2)cc1 (stereo not drawn)	-1%
COc1cccc(Nc2cnc3ccc(-c4ccccc4OC)nn23)c1	?
COc1ccc(-c2cc(N3CCCC(NC(=O)c4ccc(OC)c(OC)c4)C3)n[nH]2)cc1 (stereo not drawn)	?
COCCN(C)C[C@@H]1CN(C(=O)c2ccc(-c3ccc(C)o3)cc2)C[C@@H]1CO	-9%
CCCSC1=NC2(CCN(C(=O)NC3CCCCC3)CC2)N=C1c1ccc(C)cc1	i
NC(=O)[C@@H]1C[C@H](Oc2cccnc2)CN1C(=O)c1cccs1	-14%
CS(=O)(=O)N1CC[C@H]2C(=O)NCCCCCCN(Cc3ccncc3)[C@@H]2C1	28%
O=C1NCCCCCCN(C(=O)c2ccco2)[C@H]2C[C@H](c3nc(Cc4ccccc4)no3)C[C@@H]12	7.9µM*
Cc1cc(C(=O)N2CCC3(CC2)CC(CC(=O)NCc2ccccc2)CCO3)n[nH]1 (stereo not drawn)	?
CCc1nc2ccc(C(=O)N3CCN(c4ccccc4F)CC3)cc2nc1CC	2.8µM*
COCCNC(=O)[C@H]1C[C@H](Oc2cccnc2)CN1S(=O)(=O)c1ccc(F)cc1	4%
O=C1CC2CCCC(C1)N2C(=O)C1CC1	8%[44.1 µM]
CCOc1ccccc1C(=O)N1CCc2cc(OC)c(OC)cc2C1COc1ccc2c(C)cc(=O)oc2c1 (stereo not drawn)	?
CCCCOc1ccccc1C(=O)N(Cc1ccc(C)o1)C1CCS(=O)(=O)C1 (stereo not drawn)	i
O=C(NCCc1ccccc1)c1nc(-c2ccc(Cl)cc2)n2c1CCCCC2	?
CCC(CC)C(=O)N[C@H]1CO[C@H]2[C@@H]1OC[C@H]2O	4%[44.1 µM]
COC(=O)c1c(NC(=O)c2nc(SC)ncc2Cl)sc2c1CCCC2	27%
NC(=O)c1ccccc1OC[C@@H]1CCCN2CCCC[C@H]12	i
O=C([C@@H]1C[C@H](Oc2ccccc2)CN1C(=O)c1ccn[nH]1)N1CCOCC1	4%
COc1ccccc1CCC(=O)N1CC[C@@H]2[C@@H](CCC(=O)N2CCN)C1	-3%
Cc1ccc(-c2cccc(COc3cnc4c(ccn4CC(=O)O)c3)c2)cc1	i

For reference, 4 of the compounds above.
SMILES	Pf Dd2 inh
NC(=O)c1ccccc1OC[C@@H]1CCCN2CCCC[C@H]12	i
O=C([C@@H]1C[C@H](Oc2ccccc2)CN1C(=O)c1ccn[nH]1)N1CCOCC1	4%
COc1ccccc1CCC(=O)N1CC[C@@H]2[C@@H](CCC(=O)N2CCN)C1	-3%
Cc1ccc(-c2cccc(COc3cnc4c(ccn4CC(=O)O)c3)c2)cc1	i

Later entries.
SMILES	Pf Dd2 inh
CCCCSc1nnc2c(n1)OC(c1ccc(Br)s1)N(C(C)=O)c1ccccc1-2 (stereo not drawn)	98%[activator]
COc1ccc(C)cc1NCc1nnc2n1CCCCC2	16%
CC1(CCCCN2CCOCC2)COc2ccc(C(=O)Nc3ccc(Cl)cc3)cc2N1 (stereo not drawn)	-1%
CC(C)(C)C(=O)N1CC[C@@H](CC(=O)O)[C@@H](CCN2CCN(c3ccccc3)CC2)C1	17%[44.1 µM]
CCN1C(=O)CC(C(=O)Nc2ccc(OC)cc2)SC1=Nc1ccc(C)c(C)c1 (stereo not drawn)	32%[activator]
Cc1noc([C@H]2CCN(Cc3ccc(F)c(F)c3)C[C@H]2NC(=O)C2CC2)n1	i[5.79 µM]
COCc1cc(C)nc2sc3c(c12)NC(c1ccc(NC(C)=O)cc1)N(c1ccc(C)cc1)C3=O (stereo not drawn)	i
O=c1oc2c(CN3CCCC3)c(O)ccc2cc1-c1ccccc1	11µM*
Cc1cc(C)n(CCC(=O)N2CCCCCC2c2nnc(-c3ccccc3)o2)n1 (stereo not drawn)	-24%
O=C(NC1CCCCC1)N1C[C@@H]2C[C@H](C1)c1ccc(C3CCCCC3)c(=O)n1C2	-13%[44.1 µM]

3 compounds already listed, sorted by length of the SMILES, low to high:
SMILES	Pf Dd2 inh
O=c1oc2c(CN3CCCC3)c(O)ccc2cc1-c1ccccc1	11µM*
CCN1C(=O)CC(C(=O)Nc2ccc(OC)cc2)SC1=Nc1ccc(C)c(C)c1 (stereo not drawn)	32%[activator]
CC(C)(C)C(=O)N1CC[C@@H](CC(=O)O)[C@@H](CCN2CCN(c3ccccc3)CC2)C1	17%[44.1 µM]

Next part
SMILES	Pf Dd2 inh
COCCCNc1ccc2nnc(-c3ccc(F)cn3)n2n1	-1%[44.1 µM]
Cc1ncsc1CCC(=O)N1CC(=O)N(C2CCCCC2)CC(OCc2ccccc2)C1 (stereo not drawn)	?
CNC(=O)N1CCC(C2CCN(C(=O)c3ccncc3)CC2)C1 (stereo not drawn)	8%
COc1cccc(Nc2ncc3c(n2)C(C)(C(=O)Nc2nc(C)cs2)CC3)c1 (stereo not drawn)	-5%[44.1 µM]
CCC(=O)N(C1CCOCC1)C1CCN(S(=O)(=O)c2ccc(F)c(F)c2)CC1	?
Cc1noc(C)c1CC(=O)N1CCC(Cc2noc(C3CC3)n2)C1 (stereo not drawn)	-16%
Cc1cc(F)ccc1S(=O)(=O)Nc1ccc2c(c1)CCCN2C(=O)c1cccs1	-12%
CCOCCOC1CCN(C(=O)CCc2ccccc2)CC1	64%[activator]
CC[C@H]1CN2CC[C@H]1C[C@@H]2CNC(=O)c1ccco1	i
Cc1c(Cl)cccc1-c1ccc(C(=O)Nc2ccc(F)cc2)o1	1%
CCOc1ccccc1CN1CCc2nc(N(C)C)[nH]c(=O)c2CC1	i[5.79 µM]
Cc1noc(-c2cccs2)c1C(=O)N(C)Cc1ccccc1	i
CC1=NS(=O)(=O)N(Cc2ccccc2)C=C1C(=O)OCc1noc(CC2CCCCC2)n1	?
c1ccc(CSc2nnc(C3CCNCC3)o2)cc1	0%
COc1ccccc1NC(=O)CSc1oc(-c2ccco2)nc1S(=O)(=O)c1ccc(Br)cc1	-6%
COC(=O)c1c(C)sc(-c2c(-c3ccc4c(c3)OCCO4)[nH]c3c2c(=O)[nH]c(=O)n3C)c1O	?
O=C(Cn1cccc1-c1nc(-c2ccccc2)no1)Nc1ccc(F)c(F)c1	?
CC(C)(C)n1nnnc1C1CC2(CCOCC2)C(=O)N1Cc1cccs1 (stereo not drawn)	11%
COCCCNC(=O)C1CCN(C(=O)c2cc3sccc3n2Cc2ccc(Cl)cc2)CC1	?
COc1ccc(CNC(=O)CC2CCOCC2)c(OC)c1	71%[activator]
Cc1nn(-c2ccccn2)c(C)c1[C@@H]1C=C[C@@H](NC(=O)CCC(=O)O)C1	i
CCC1CN(C(=O)N2CCC(C(=O)NCc3ccco3)CC2)c2cc(C)ccc2O1 (stereo not drawn)	-22%
COc1ccc(CN2CCC3(C2)C(=NC2CCCC2)NC(=O)N3c2cccc(OC)c2)cc1 (stereo not drawn)	?
CCN1c2cc(C(=O)NCc3cccc(OC)c3)ccc2C(=O)N2CCCCCC21 (stereo not drawn)	?
COc1ccc(Cl)cc1NC(=O)NCc1noc2ccccc12	-7%
CCC(CC)c1cc([C@H]2CN3CC[C@H]2C[C@@H]3CNC2CCN(C(C)=O)CC2)nc(-c2ccncc2)n1	4.5µM*
CCOC(=O)c1c(C)[nH]c(CCC(=O)NCCCN2CCN(c3cccc(Cl)c3)CC2)c1C	i
Cc1nc2sccn2c(=O)c1S(=O)(=O)Nc1ccc(N2CCN(C)CC2)cc1	41%[activator]
COc1ccc(-c2ccc3c(n2)c(=O)ncn3Cc2ccccc2)cc1OC	i
COc1ccc(-c2noc(N(c3nc(-c4ccc(OC)c(OC)c4)no3)c3ccccc3OC)n2)cc1OC	?
COCC(=O)N1[C@H]2CC[C@@H]1c1cnc(-c3ccc(F)cc3)nc1C2	i
COc1ccc(OC)c(NC(=O)Cn2c(=O)n(Cc3ccco3)c(=O)c3cc(OC)c(OC)cc32)c1	?
Cc1ccccc1CN1C(=O)c2ccccc2Sc2ccc(C(=O)O)cc21	13%
CC(C)(C)OC(=O)N1CCC(c2c(C(=O)NCc3cccs3)cnn2-c2ccc(F)cc2F)CC1	4µM*
CCCn1cc(C(=O)N2C[C@@H](N(C)C)[C@H](c3ccc(C)cc3)C2)c(C)n1	-29%
N#Cc1ccccc1Cn1c(=O)n(-c2cccc(C(F)(F)F)c2)c(=O)c2sccc21	9%
O=C(Nc1ccc([C@H]2OCC(=O)N(C3CCOCC3)[C@@H]2CO)cc1)C1CCOCC1	21%[44.1 µM]
Cc1onc(-c2cnn(C)c2NCc2ccc(C#N)cc2)c1C(=O)NC1CCOCC1	2%[44.1 µM]
CC1(c2cccnc2)N(CC2CC2)C(=O)OC12CCN(C(=O)c1ccccc1)CC2 (stereo not drawn)	i
CCCNC(=O)C1COC2(CCC(C)CC2)N1C(=O)CC (stereo not drawn)	11%

The closing 5 records of the section above open the next one.
SMILES	Pf Dd2 inh
N#Cc1ccccc1Cn1c(=O)n(-c2cccc(C(F)(F)F)c2)c(=O)c2sccc21	9%
O=C(Nc1ccc([C@H]2OCC(=O)N(C3CCOCC3)[C@@H]2CO)cc1)C1CCOCC1	21%[44.1 µM]
Cc1onc(-c2cnn(C)c2NCc2ccc(C#N)cc2)c1C(=O)NC1CCOCC1	2%[44.1 µM]
CC1(c2cccnc2)N(CC2CC2)C(=O)OC12CCN(C(=O)c1ccccc1)CC2 (stereo not drawn)	i
CCCNC(=O)C1COC2(CCC(C)CC2)N1C(=O)CC (stereo not drawn)	11%
O=C(NC1CC1)c1cc(C2CC2)nc2onc(C3CCCNC3)c12 (stereo not drawn)	11%
CC(O)c1cc2n(n1)CCN(C(=O)c1nc3ccccc3n(C)c1=O)C2 (stereo not drawn)	-9%
Cc1cccc(-c2noc([C@@H]3Cc4nc[nH]c4CN3C(=O)c3ccc(-c4ccccc4)cc3)n2)c1	?
CCc1cc(C(=O)N2CCC3(CC2)OCCCC3O)n(C)n1 (stereo not drawn)	-5%
COCCc1noc(C2Cc3ccccc3N2C(=O)NCc2ccco2)n1 (stereo not drawn)	i[5.79 µM]
O=C(C1CCN(c2ncnc3c2nc2n3CCCCC2)CC1)N1CCN(c2ccccc2)CC1	-10%
CC1CCN(C(=O)C2COC3(CCC(C)CC3)N2C(=O)c2ccc(F)cc2)CC1 (stereo not drawn)	-22%
COc1cccc(OC)c1C(=O)Nc1nc2c(s1)CCc1ccccc1-2	21%
Cc1cc(C(=O)N2CCN(c3cc(Cl)ccc3C)CC2)c2c(C)nn(-c3ccccc3)c2n1	?
COC[C@@H]1CN(C(=O)CN2CCOCC2)C[C@H]1c1ccncc1	27%
CNCc1cccn1C	-1%[44.1 µM]
Cc1oc2ncnc(N3CCCCC3)c2c1C(=O)N1CCN(c2ccc(Cl)cc2)CC1	i
COCCNC(=O)C(=O)Nc1c2c(nn1-c1ccccc1)CS(=O)(=O)C2	0%
